# ALDH1A1 block = blocks purified human ALDH1A1 activity; 220,000 compounds, 7.3% hits; P00352; Potency, µM (highest dose often 75.3 µM), without a hit: top-dose activity, negative = inhibition, hits mostly inhibitors; AID 1030; Purified ALDH1A1, NADH fluorescence, propionaldehyde substrate; active = well fitted inhibition curve with a large enough effect, not every such curve was filed as active; inconclusive = small, poorly fitted or top-dose-only effect, or another doubt; inactive = no such curve, though single readings can be large or run the other way;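 also: plate controls were no enzyme wells and a reference inhibitor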
# Target sequence (P00352 whole entry, looked up): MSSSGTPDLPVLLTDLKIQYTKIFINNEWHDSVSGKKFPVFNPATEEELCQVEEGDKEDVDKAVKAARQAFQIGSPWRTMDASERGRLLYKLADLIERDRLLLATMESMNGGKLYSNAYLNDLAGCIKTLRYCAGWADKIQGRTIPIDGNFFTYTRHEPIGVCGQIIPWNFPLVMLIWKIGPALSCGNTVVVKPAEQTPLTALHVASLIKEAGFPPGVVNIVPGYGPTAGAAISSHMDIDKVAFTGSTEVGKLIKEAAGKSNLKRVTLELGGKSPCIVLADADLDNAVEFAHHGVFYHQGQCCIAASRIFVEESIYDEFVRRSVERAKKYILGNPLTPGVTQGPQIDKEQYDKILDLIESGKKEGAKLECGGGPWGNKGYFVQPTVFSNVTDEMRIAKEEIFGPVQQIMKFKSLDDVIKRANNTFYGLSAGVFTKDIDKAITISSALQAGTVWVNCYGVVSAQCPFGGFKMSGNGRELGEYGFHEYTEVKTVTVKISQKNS
# aGal spleen mod = inhibits or activates alpha-galactosidase in human spleen homogenate; AID 2107; human spleen homogenate, 4MU-alpha-Gal fluorescence, 40 min; P06280; 240,000 compounds, 0.008% hits; Potency, µM (highest dose often 80 µM), for the others: at the top dose activity change, negative = inhibition, most hits filed as inhibitors;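 also: 0% = enzyme with vehicle and -100% = no enzyme basal signal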
#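 Human spleen homogenate (1 ug) as enzyme source, 4-methylumbelliferyl-alpha-D-galactopyranoside 1 mM final, citrate/phosphate pH 5.0 with 0.01% Tween-20. Compounds 40 min at 37C, NaOH/glycine stop; fluorescence Ex 365/Em 440, Hill-fit AC50.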
# NPSR antag = antagonists of human neuropeptide S receptor cAMP signaling. Potency, µM (series often up to 38.3 µM), for inactives: top-dose activity change, negative = inhibition, actives largely listed as inhibitors. Q6W5P4. 220,000 compounds, 1% hits. CHO-NPSR cells, cAMP TR-FRET, antagonist mode; also: % is scaled to controls: 0 for no effect and ±100 for the full control effect; nearly all actives have a fitted effect of over 50% in size; many of its hits are not listed in these tables
# Target sequence (Q6W5P4 whole entry, looked up): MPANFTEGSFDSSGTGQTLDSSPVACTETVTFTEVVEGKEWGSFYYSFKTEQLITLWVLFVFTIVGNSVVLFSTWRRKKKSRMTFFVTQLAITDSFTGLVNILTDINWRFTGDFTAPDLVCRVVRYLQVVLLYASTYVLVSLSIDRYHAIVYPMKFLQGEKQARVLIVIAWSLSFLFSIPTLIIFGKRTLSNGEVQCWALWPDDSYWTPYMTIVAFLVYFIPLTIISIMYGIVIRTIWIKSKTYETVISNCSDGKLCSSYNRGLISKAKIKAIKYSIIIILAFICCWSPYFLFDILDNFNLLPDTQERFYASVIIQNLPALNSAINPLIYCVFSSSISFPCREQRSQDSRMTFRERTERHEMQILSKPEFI
# Epigenetic reg = epigenetic control regulation, reporter derepression; Potency, µM (titrated, usually from 53.9 µM), for inactives: top-dose GFP activation, hits mostly activators; murine LDR cells, GFP reporter derepression, 30 h; 280,000 compounds, 0.2% hits; also: % of control where 0% means no effect; nearly all actives have a fitted effect of over 60% in size
#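 Murine LDR cells carrying a silenced, genomically integrated CMV-driven GFP reporter were exposed to compound for 30 hours at 37 C. After PBS washes, GFP-positive cells (20–120 um objects) were counted by laser-scanning microplate cytometry.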
# GAA spleen mod = lysosomal alpha-glucosidase (human) modulation. 240,000 compounds, 0.006% hits. Potency, µM (titrated, usually from 79.9 µM), for the others: at the highest dose activity change, negative = inhibition, usual class: inhibitors. human spleen homogenate, 4-MU-alpha-glucoside fluorescence. P10253;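 also: 0% = enzyme with vehicle and -100% = no enzyme basal signal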
#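 Human spleen homogenate (1 ug) incubated with compounds and 1 mM 4-methylumbelliferyl-alpha-D-glucopyranoside in pH 5.0 citrate/phosphate buffer, 37 C, 40 min. Stopped at pH 10; 4-MU fluorescence (Ex 365/Em 440 nm); AC50 by Hill fit.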
# GAA inh = blocks human lysosomal alpha-glucosidase; AID 1466; 200,000 compounds, 0.005% hits; P10253; purified human GAA, 4-MU-alpha-glucoside fluorescence; Potency, µM (titrated, usually from 76.9 µM), without a hit: at the highest dose activity change, negative = inhibition, actives largely listed as inhibitors;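 also: plate controls were uninhibited enzyme wells for no effect and no-enzyme background for full effect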
#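 Read-out is 4-methylumbelliferone fluorescence (Ex 365/Em 440 nm) after NaOH/glycine stop at pH 10. Enzyme 4 nM, substrate 400 uM, pH 5.0 citrate buffer, 20 min room temperature; AC50 from Hill-equation concentration-response.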
# GAA glycogen = GAA glycogen-cleavage inhibition or activation; P10253; recombinant GAA, glycogen substrate, Amplex Red glucose oxidase fluorescence; Potency, µM (top dose mostly 76.4 µM), inactives show at the highest dose activity change, negative = inhibition, usual class: inhibitors; 300,000 compounds, 0.38% hits; AID 2100;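 also: 0% = full enzyme reaction and -100% = no-enzyme basal signal; the screen sought inhibitors and activators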
#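 Recombinant human alpha-glucosidase (4 nM final) hydrolysed bovine liver glycogen (30 ug) for 40 min at 37 C in pH 5.0 citrate/phosphate with 0.01% Tween-20. Released glucose detected by glucose oxidase/Amplex Red, Ex 573/Em 610 nm. Compounds up to 77 uM; AC50 from Hill fits.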
# Tau fluor counter = counter-screen for tau fibril formation inhibitors | 280,000 compounds, 0.93% hits | tau K18 P301L (four-repeat tau fragment) Alexa594 fluorescence, heparin fibrillization | Potency, µM (series often up to 57.7 µM), inactives show at the top dose activity change, negative = decrease | AID 1463; also: % is scaled to controls: 0 for no effect and ±100 for the full control effect; nearly all actives have a fitted effect of over 55% in size
#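 Human K18 P301L tau (15 uM unlabeled plus 0.24 uM Alexa 594-labeled, final) in 100 mM sodium acetate pH 7 was mixed with compound and 20 uM heparin and incubated 6 hr at 37 C.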
# The depositor's hits bear a star; ? = inconclusive; nt = not tested or not shown; [ ] = remark or other dose. Unless noted, calls follow the shape of the dose curve; as a rule, active = well fitted curve in the direction sought with a large enough effect; inconclusive = small, poorly fitted or top-dose-only effect, or another doubt; inactive = no such curve, though single readings can be large; an effect the other way counts as inactive or inconclusive. Potency is read from the fitted curve at half-maximal effect. An excerpt; rates above refer to the full screens.
SMILES,ALDH1A1 block,aGal spleen mod,NPSR antag,Epigenetic reg,GAA spleen mod,GAA inh,GAA glycogen,Tau fluor counter
COC(=O)CCC(=O)OC1(C)C(=O)C=C2C=C(C3CC3)N(Cc3ccco3)C=C2C1=O (configuration not stated),-13%[13.5 µM],8%[17.5 µM],-3%,0.0%,-2%[17.4 µM],nt,1%,-5%[11.6 µM]
COc1ccc(CNC(=O)c2cccc(N3CCCC3=O)c2)cc1,-1%,6%,-11%[46.1 µM],-0.2%,2%,-4%,9%,-4%
CNc1nc(C)c(C#N)cc1C(C)=O,-1%,7%,-1%[46.1 µM],-0.2%,-2%,1%,5%,3%
O=C(Nc1ccc(Br)cc1)Nc1ccccc1F,7%,5%,16%,-1.8%,-6%,-1%,-11%,?
CCOC(=O)c1cc(-c2ccc(F)cc2)n(CC(=O)NC(C)CC)c1C (configuration not stated),-5%,1%,-17%,3.9%,-1%,-7%,-8%,-9%
Cc1cccc2nc(CSc3nncn3-c3ccccc3)cn12,5%,2%,7%[7.67 µM],-2.4%,1%,-2%,-9%,-9%
NC(=O)CC1SC(N)=NC1=O (configuration not stated),13%,-8%,0%[46.1 µM],0.8%,-2%,11%,1%,-1%
CCOc1ccc(OCc2cccc(C(=O)Nc3ccc(CN4CCCCC4)cc3)c2)cc1,8%,5%,13%,2.0%,-8%,-8%,-7%,-30%
Cc1nn(C(C)C(=O)NNC(=S)Nc2ccc(Cl)cc2)c(C)c1[N+](=O)[O-] (configuration not stated),?,-3%,-15%[46.1 µM],1.0%,-2%,?,-29%,-10%
FC(F)Oc1ccccc1NC(=S)Nc1cccnc1,4%,0%,3%,0.3%,2%,5%,1%,-6%
CN(C)N1C(=O)CC(N2CCCCC2)C1=O (configuration not stated),-1%,-3%,4%,-0.1%,nt,-8%,7%,-9%
Clc1ccc(-c2nnc3sc(-c4ccc(Br)o4)nn23)c(Cl)c1,-2%,1%,-19%[46.1 µM],-0.1%,2%,-4%,3%,-8%
COc1cc(C(=O)NC(=S)N(C)Cc2ccccc2)cc(OC)c1OC,?,5%,-8%,1.2%,-1%,-5%,-19%,-1%
O=C(c1ccc(C(F)(F)F)cc1)C1CCCN(C(=O)CN2C(=O)CSC2=O)C1 (configuration not stated),3%,-1%,-8%,-2.2%,-4%,?,-11%,1%
COc1ccc(CCNC(=O)C2CCN(S(=O)(=O)N3CCC4(CC3)OCCO4)CC2)cc1OC,?,6%,15%,0.1%,9%,-2%,5%,-7%

# Part of the list above in order of formula weight, highest first.
SMILES,ALDH1A1 block,aGal spleen mod,NPSR antag,Epigenetic reg,GAA spleen mod,GAA inh,GAA glycogen,Tau fluor counter
COC(=O)CCC(=O)OC1(C)C(=O)C=C2C=C(C3CC3)N(Cc3ccco3)C=C2C1=O (configuration not stated),-13%[13.5 µM],8%[17.5 µM],-3%,0.0%,-2%[17.4 µM],nt,1%,-5%[11.6 µM]
Clc1ccc(-c2nnc3sc(-c4ccc(Br)o4)nn23)c(Cl)c1,-2%,1%,-19%[46.1 µM],-0.1%,2%,-4%,3%,-8%
CCOC(=O)c1cc(-c2ccc(F)cc2)n(CC(=O)NC(C)CC)c1C (configuration not stated),-5%,1%,-17%,3.9%,-1%,-7%,-8%,-9%
CN(C)N1C(=O)CC(N2CCCCC2)C1=O (configuration not stated),-1%,-3%,4%,-0.1%,nt,-8%,7%,-9%

# No new results follow: 3 of the compounds above.
SMILES,ALDH1A1 block,aGal spleen mod,NPSR antag,Epigenetic reg,GAA spleen mod,GAA inh,GAA glycogen,Tau fluor counter
COC(=O)CCC(=O)OC1(C)C(=O)C=C2C=C(C3CC3)N(Cc3ccco3)C=C2C1=O (configuration not stated),-13%[13.5 µM],8%[17.5 µM],-3%,0.0%,-2%[17.4 µM],nt,1%,-5%[11.6 µM]
COc1ccc(CNC(=O)c2cccc(N3CCCC3=O)c2)cc1,-1%,6%,-11%[46.1 µM],-0.2%,2%,-4%,9%,-4%
CNc1nc(C)c(C#N)cc1C(C)=O,-1%,7%,-1%[46.1 µM],-0.2%,-2%,1%,5%,3%

# New compounds follow
SMILES,ALDH1A1 block,aGal spleen mod,NPSR antag,Epigenetic reg,GAA spleen mod,GAA inh,GAA glycogen,Tau fluor counter
CN(C)S(=O)(=O)Oc1ccc(C(=O)Nc2ccc([N+](=O)[O-])cc2)cc1,-2%,1%,6%,1.9%,nt,-8%,0%,-7%
N/C(Cc1cccs1)=N\OC(=O)COc1ccc(Br)cc1Cl,-2%,-9%,-30%[46.1 µM],-1.4%,-5%,-6%,-6%,-25%
CC(=O)NCCC(=O)Nc1cccc(S(=O)(=O)N(C)c2ccccc2)c1,2%,-3%,10%,0.0%,8%,3%,-1%,-1%
CC1=C(C(=O)Nc2ccccc2)C(c2ccc(C)o2)n2c(s/c(=C\c3ccco3)c2=O)=N1 (configuration not stated),?,-2%,13µM*,0.0%,-7%,-1%,-13%,?
COc1cc(OC)cc(C(=O)NCC2CCCO2)c1 (configuration not stated),-2%,-7%,-8%[46.1 µM],0.0%,-1%,0%,2%,2%
S=c1[nH]nc(-c2ccncc2)n1Cc1ccccc1,-12%,8%,2%[46.1 µM],-2.9%,-2%,2%,-5%,-2%
COc1ccccc1N1CCN(C(=O)CSc2nc3ccccc3o2)CC1,8.9µM*,7%,-3%[46.1 µM],1.0%,-3%,-6%,-1%,-19%
N=C(N)N1CCN(Cc2ccccc2)CC1,-4%,-7%,-9%,-4.1%,-8%,1%,6%,2%
COc1cc(/C=N/NC(=O)Cn2nnc3ccccc32)ccc1O,-1%,6%,8%,-0.9%,-5%,-11%,?,-2%
Cc1ccc(Cn2nnc3c(=O)[nH]c(C4CCN(C(=O)c5cccs5)CC4)nc32)cc1,-10%,-19%,-1%[46.1 µM],0.7%,-2%,-14%,1%,-7%
Cc1ccc2c(c1)c1c(n2CC(O)CNC2CCCC2)CCCC1 (configuration not stated),nt,6%,?,4.2%,0%,nt,-3%,-18%
Cc1nnc(SCc2cccc(Cl)c2)n(N)c1=O,4%,-2%,36%,0.5%,8%,-4%,-3%,0%
CSc1ccccc1C(=O)Nc1cc([N+](=O)[O-])ccc1C,-8%,-1%,-9%,13%,0%,7%,11%,-9%
COc1ccc(Cn2c(=O)sc3ccccc3c2=O)cc1,-13%,3%,-5%,0.0%,4%,-2%,-7%,-26%
C=CCn1cc(-c2cccc(Cl)c2)cc(C#N)c1=O,?,15%,11%[46.1 µM],0.0%,-1%,8%,-9%,-16%
Cc1ccc2nc(SCc3nnc(-c4ccccc4Br)o3)[nH]c2c1,3%,-14%,-16%[46.1 µM],1.0%,-8%,-8%,2%,-6%
O=S(=O)(NCCc1ccccc1)c1cccc(S(=O)(=O)N2CCOCC2)c1,-4%,3%,-14%[46.1 µM],-0.4%,-3%,-17%,8%,4%
CN1/C(=C\C(=O)COC(=O)Cn2nnc(-c3ccccc3)n2)C(C)(C)c2ccccc21,-14%,-15%,-3%[46.1 µM],-1.4%,-9%,-6%,-9%,27%
O=C(CCCN1CCC(c2ccccc2)C1)c1ccc2c(c1)OCCO2 (configuration not stated),-6%,-1%,-6%[46.1 µM],0.9%,-5%,?,-1%,0%
CCCS(=O)(=O)N1CCN(Cc2ccccc2C(F)(F)F)CC1,?,-10%,2%[46.1 µM],-2.8%,-16%,3%,3%,2%
Cc1cccn2c(=O)c3cc(C(=O)NCCN4CCOCC4)n(Cc4ccccc4)c3nc12,?,10%,-13%[7.67 µM],-6.1%,4%,?,-2%,-8%
CCN(CC)c1ccc(C(=S)N2CCN(c3ccccc3)CC2)cc1,?,5%,-14%[46.1 µM],-1.0%,2%,-10%,1%,-20%
Cc1cc2cc(C(c3nnnn3Cc3ccco3)N3CCc4ccccc43)c(=O)[nH]c2cc1C (configuration not stated),7.9µM*,-20%,?,-3.5%,0%,-10%,-11%,-28%
O=C(N/N=C/c1cccc(OC2CSC2)c1)c1ccccc1O,-1%,7%,-10%[46.1 µM],-2.3%,4%,-2%,-6%,-12%
Nc1cnc(-c2ccccc2)nc1Cl,3%,6%,8%,-1.8%,8%,-2%,1%,3%
O=C(c1ccccc1)N1CCN(C(=O)c2ccccc2)C1c1ccccc1,14%,5%,-8%[46.1 µM],-1.1%,-1%,?,-8%,-9%
COc1cc(C(=O)NC(=S)Nc2ccc3c(c2)OCO3)cc(OC)c1OC,nt,0%,20%,1.1%,5%,nt,2%,-23%
Cc1ccc(/C=N/NC(=O)Cn2nc(C)c([N+](=O)[O-])c2C)o1,nt,3%,44%,-1.2%,-2%,nt,2%,-10%
O=C(NC1CCC(NC(=O)C2CCCO2)CC1)C1CCCO1 (configuration not stated),0%,-5%,-1%[46.1 µM],-1.0%,-6%,-4%,-4%,2%
COC(=O)c1sc(S(=O)(=O)Nc2ccc3cn[nH]c3c2)c(C(=O)OC)c1C,?,4%,0%[46.1 µM],2.7%,-3%,-7%,-6%,-19%
O=C(Nc1ccn(Cc2ccccc2)n1)c1ccc(F)cc1,?,-4%,1%,1.1%,0%,1%,6%,-9%
Cc1ccc(NC(=O)NC(=O)CSc2nnc(-c3ccc(Cl)cc3Cl)n2N)c(C)c1,?,4%,?,1.0%,5%,-2%,-17%,1%
CCc1cc2c(SCC(=O)Nc3cc(C)on3)ncnc2s1,11%,5%,-32%,-1.5%,-13%,6%,7%,3%
CCCCN(CC)S(=O)(=O)N1CCC(C(=O)NCc2ccc(F)cc2)CC1,-11%,-16%,-14%[46.1 µM],-3.2%,-5%,-3%,1%,5%
CC(C)=C1C2CCC1C(C(=O)NCCc1ccccc1)C2C(=O)O (configuration not stated),-8%,7%,15%,-2.2%,4%,-10%,-6%,-2%
CN1C(=O)CC(N2CCN(c3ncccn3)CC2)C1=O (configuration not stated),?,3%,1%[46.1 µM],1.6%,1%,-10%,8%,-2%
COc1ccc(N2C(=O)C3[C@@H](C2=O)C2(Cl)C(Cl)=C(Cl)C3(Cl)C2(OC)OC)cc1 (some centres not stated),15%,-3%,-4%[46.1 µM],1.3%,-6%,-9%,10%,-14%

# Source: PubChem BioAssay (National Center for Advancing Translational Sciences (NCATS))
